# Screening results: PubChem BioAssay, several laboratories
# KCNK3 block: human KCNK3 channel inhibition, primary screen; O14649; CHO-KCNK3 thallium flux, FluxOR fluorescence; stronger effect = lower value; B-score at 10 µM; hit rate 0.84% among 340,000; AID 602410;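 active means B-score under library mean minus 4 SD, starting fluorescence ratio at most library mean plus 5 SD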;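 further: more negative B-score means stronger inhibition of thallium flux through KCNK3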
# RGS4 pot: potentiators or activators of RGS4; HEK293 M3R/inducible RGS4, carbachol calcium flux Fluo4; stronger effect = lower value; hit rate 0.92% among 310,000; AID 463111; B-score at 10 µM;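 active means B-score of the integrated calcium signal more than 4 SD below the library mean, with starting fluorescence not abnormally high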;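 further: negative B-score means reduced calcium response which marks RGS4 activation or potentiation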
#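 Also added: carbachol at ECmax as muscarinic agonist stimulus; Assay system: HEK293 cells with stable M3R and inducible RGS4; Timing: overnight RGS4 induction, 30 min dye load 37 °C, 20 min compound RT; Measured by: Fluo4-AM (2 µM) calcium-flux fluorescence, kinetic read.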
# GSK3beta inhib: inhibitors of human GSK3beta kinase; GST-GSK3beta kinase, ADP-Glo luminescence, 60 min; stronger effect = lower value; activity score (negative = inhibition), % at 10 µM; hit rate 0.038% among 300,000; AID 2097;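 active means more than half of replicate wells score below -50%, meaning over 50% inhibition versus plate controls; inconclusive means some replicates but at most half score below -50%; inactive means no replicate scores below -50%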;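 further: 0% = median DMSO wells and -100% = median GW8510 positive control wells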
# Target sequence (P49841 whole entry, looked up): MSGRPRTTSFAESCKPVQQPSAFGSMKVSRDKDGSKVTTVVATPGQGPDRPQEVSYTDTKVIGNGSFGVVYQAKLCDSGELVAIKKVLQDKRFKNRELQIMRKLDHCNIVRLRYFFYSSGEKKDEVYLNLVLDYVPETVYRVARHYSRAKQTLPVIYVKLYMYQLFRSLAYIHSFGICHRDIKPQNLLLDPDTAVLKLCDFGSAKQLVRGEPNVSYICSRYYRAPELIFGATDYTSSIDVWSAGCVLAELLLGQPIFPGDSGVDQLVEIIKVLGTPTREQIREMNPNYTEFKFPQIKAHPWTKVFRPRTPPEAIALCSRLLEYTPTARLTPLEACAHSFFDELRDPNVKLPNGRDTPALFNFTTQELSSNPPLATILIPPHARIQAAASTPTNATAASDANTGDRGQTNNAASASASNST
#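 Test system: GST-tagged human GSK3beta kinase, cell-free; evaluation: activity score scaled between in-plate DMSO and GW8510 controls; measured by: ADP-Glo luminescence; incubation: 60 min reaction, RT; benchmarks: DMSO and 20 µM GW8510; reagent: peptide substrate plus 25 µM ATP (final); medium: Tris/MgCl2 kinase buffer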
# GSK3 alpha inh: human GSK-3 alpha kinase inhibition | P49840 | ADP-Glo luminescence, 60 min | inhibition, % at 10 µM | hit rate 0.1% among 320,000 | AID 2650;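 in the data active means inhibition above about 50%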;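 further: GST-tagged GSK-3 alpha with peptide substrate and 25 µM ATP; 0% = DMSO neutral wells and 100% = GW8510 positive control wells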
# Target sequence (P49840 whole entry, looked up): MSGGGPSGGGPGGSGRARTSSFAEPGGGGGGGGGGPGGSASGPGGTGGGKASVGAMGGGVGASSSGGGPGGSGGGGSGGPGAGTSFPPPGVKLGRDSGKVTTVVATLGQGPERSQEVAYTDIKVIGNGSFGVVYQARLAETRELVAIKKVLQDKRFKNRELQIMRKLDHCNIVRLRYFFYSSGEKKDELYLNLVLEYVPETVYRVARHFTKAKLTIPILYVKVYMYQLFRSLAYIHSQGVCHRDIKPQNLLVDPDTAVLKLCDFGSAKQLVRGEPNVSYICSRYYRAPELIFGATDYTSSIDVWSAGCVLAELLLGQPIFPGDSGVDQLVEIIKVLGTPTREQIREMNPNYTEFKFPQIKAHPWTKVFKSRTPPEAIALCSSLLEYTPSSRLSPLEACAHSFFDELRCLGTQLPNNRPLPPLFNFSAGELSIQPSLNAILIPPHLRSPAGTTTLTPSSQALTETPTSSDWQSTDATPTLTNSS
# HDAC3 inh: inhibitors of human histone deacetylase 3 | O15379 | recombinant HDAC3, fluorogenic peptide/trypsin coupled, fluorescence | inhibition, % at 8.3 µM | hit rate 0.15% among 320,000; in the data active means inhibition above about 26%, passing the limit was not always enough; inconclusive means no clear call, values can overlap the other calls
# PolyA inhibitor: yeast polyadenylation inhibition | S. cerevisiae SKY197-pL101 polyadenylation reporter, beta-gal luminescence; efflux-impaired pdr1/pdr3 knockout yeast; score 100 = 6 SD above DMSO | calls only at 12 µM | hit rate 0.02% among 300,000 | AID 1875;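 active means lowest replicate activity score at least 50, where 100 means six control SD above control mean; inconclusive means lowest score under 50 but half or more replicates reach 50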;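 further: yeast exposed to compound for 9 h at 30 °C; higher score means more reporter readthrough which indicates perturbed polyadenylation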
# hERG rescue: compounds protecting human hERG from proarrhythmic drug block; Q12809; CHO-hERG, FluxOR thallium flux, dofetilide IC70 present; activation (rescue from dofetilide block), less the hit threshold, % at 10 µM; hit rate 0.51% among 310,000; AID 1511;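 active means activation above the mean of controls blocked by dofetilide plus 5 SD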;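 further: thallium influx through hERG after potassium depolarization seen as dye fluorescence rise; in these data hits start at about 4.7%; inactives centre near -7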
# KCNK9 block: human KCNK9 channel inhibition; HEK293 KCNK9, FluxOR thallium flux fluorescence; stronger effect = lower value; B-score at 10 µM; hit rate 1.2% among 310,000; AID 488922;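 active means ratio B-score over 3 SD below the library mean, with starting fluorescence within 5 SD of its mean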;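 further: negative B-score means less thallium flux so channel inhibition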
# KCNQ1 block: blocks the human KCNQ1 potassium channel. CHO-K1 KCNQ1, FluxOR thallium flux fluorescence; stronger effect = higher value. hit rate 1.3% among 310,000. B-score at 10 µM;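 active means compounds whose thallium flux B-score, printed positive for inhibition, exceeds three library SD while starting fluorescence stays within three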;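 further: channel opened by potassium depolarization with thallium stimulus after 20 min compound exposure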
# DYRK1A inh: blocks rat Dyrk1A kinase activity. ADP-Glo luminescence, NFATc1 peptide. inhibition, % at 12.5 µM. hit rate 0.43% among 310,000. AID 504441; in the data active means inhibition above about 50%;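 further: plate controls were vehicle with enzyme for no effect and no enzyme for full effect; many of its hits are not listed in these tables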
# KCNQ1 act: human KCNQ1 channel potentiation or activation; CHO-K1 KCNQ1, thallium flux FluxOR fluorescence; stronger effect = higher value; B-score at 10 µM; hit rate 0.35% among 310,000;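 active means fluorescence ratio B-score, a plate-corrected score, at least three library SD, with initial intensity B-score within 5 SD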
#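 Assay system: CHO-K1 cells stably expressing KCNQ1. Medium: assay buffer for compound exposure, DMSO matched across wells. Timing: 37 °C overnight plating, 90-min dark dye load, 20-min compound pretreatment. Signal: kinetic FluxOR fluorescence, 10 s baseline plus 110 s post-stimulus.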
# Numbers without * were called inactive; i = inactive; ? = inconclusive; / = not tested or not shown.
SMILES,KCNK3 block,RGS4 pot,GSK3beta inhib,GSK3 alpha inh,HDAC3 inh,PolyA inhibitor,hERG rescue,KCNK9 block,KCNQ1 block,DYRK1A inh,KCNQ1 act
CCCCC1=CC2=CC(=O)C(C)(OC(=O)CC)C(=O)C2=CN1c1ccc(OC)cc1 (centres undefined),i,i,2.4,-0.8,10.2,i,-10.8,i,i,8.6,i
CCc1nnc(NC(=O)CSc2nc(-c3ccccc3)cc(-c3ccc(F)cc3)c2C#N)s1,i,i,-0.5,0.1,-9.7,i,-11.6,i,i,2.8,i
COC(=O)C1=C(O)/C(=C\c2ccc(CNC(=O)C(=O)Nc3ccc(C)cc3)o2)N=C1C,i,i,-2.0,-0.3,2.3,i,-9.6,i,i,2.9,i
O=C(NCc1nnc(SCC(=O)N2CCCCCC2)o1)c1ccc(F)cc1,i,i,1.4,-1.1,1.4,i,-8.0,i,i,1.8,i
O=C(NN1CC(=O)N(c2cc(Cl)cc(Cl)c2)CC1=O)c1cccs1,i,i,-0.9,-1.7,1.1,i,-7.7,i,i,/,i
O=C(Nc1ccc(Cl)cn1)c1ccccc1SCc1ccccc1,-10.9*,i,0.7,-0.7,-7.6,i,-6.0,-15.1*,i,4.4,i
O=C(NNC(=O)C1CCC(C(=O)NNC(=O)c2cccs2)CC1)c1cccs1 (centres undefined),i,i,0.5,0.1,5.8,i,-12.0,i,i,-3.7,i
COc1cc(CC(=O)O)c(C(C)=O)cc1OC,i,i,-2.8,-1.1,-8.5,i,-1.8,i,i,4.8,i
COCCNC(=O)c1nc2c(nnn2Cc2cc(C)ccc2C)c(=O)[nH]1,i,i,-3.3,-2.0,2.6,i,-3.7,i,i,-2.1,i
O=[N+]([O-])c1cccc(/C=C/c2ccccn2)c1,i,i,0.0,-0.2,-6.4,i,-2.0,i,i,0.5,i

# Results in HDAC3 inh and KCNK9 block, for 2 of the compounds above:
molecule,HDAC3 inh,KCNK9 block
CCCCC1=CC2=CC(=O)C(C)(OC(=O)CC)C(=O)C2=CN1c1ccc(OC)cc1 (centres undefined),10.2,i
CCc1nnc(NC(=O)CSc2nc(-c3ccccc3)cc(-c3ccc(F)cc3)c2C#N)s1,-9.7,i

# (cont.)
SMILES,KCNK3 block,RGS4 pot,GSK3beta inhib,GSK3 alpha inh,HDAC3 inh,PolyA inhibitor,hERG rescue,KCNK9 block,KCNQ1 block,DYRK1A inh,KCNQ1 act
COc1ccc(C2=NN(Cc3c(F)cccc3Cl)C(=O)CC2)cc1,i,i,2.1,0.2,10.2,i,-10.1,i,i,-2.9,i
CCOc1cc(/C=C(\C#N)C(=O)Nc2ccccc2C(=O)O)ccc1OC(=O)c1ccc(C)cc1,i,i,-1.0,0.8,1.4,i,-4.1,i,i,-4.2,i
COc1ccc2c(c1)c1ccccc1n2C,i,i,-1.6,-0.4,6.5,i,-1.0,i,i,4.0,i
COc1cc(CC(=O)Nc2ccc3nc(C)sc3c2)cc(OC)c1OC,i,i,-3.2,0.8,-5.7,i,-9.9,i,i,1.7,i
Cc1cccc(N2CCN(S(=O)(=O)c3c(C)noc3/C=C/N(C)C)CC2)c1C,i,i,4.5,0.1,-9.4,i,-5.6,i,i,/,i
Nc1nnc(SCc2cccnc2)s1,i,i,-1.2,-1.1,3.4,i,-5.1,i,i,/,i
COCCN(C(=O)Nc1ccccc1)c1ccccc1C,i,i,-2.8,-2.0,5.0,i,-9.8,i,i,-1.3,i
CCc1nc(Nc2ccncc2)c2oc3ccccc3c2n1,i,i,1.7,0.2,-4.9,i,-15.3,i,i,13.4,i
O=C(NCCCNCc1ccccc1)c1ccncc1,i,i,-1.0,0.8,-4.9,i,-2.8,i,i,0.6,i
Cc1cc(C)cc(NC(=O)CSc2nnc(CN3CCOCC3)n2C)c1,i,i,0.8,-0.1,-6.6,i,-7.3,i,i,8.4,i
Cn1cccc1Cc1nnc(SCC(=O)N2CCCCCC2)n1-c1ccc(F)cc1,i,i,0.5,-3.5,3.6,i,-11.3,i,i,-6.9,i
O=S(=O)(NC1CCCCC1Nc1ccccc1)c1ccccc1 (centres undefined),i,i,0.2,0.6,-3.0,i,-6.2,i,i,-5.6,i
Cc1cccc(N(C)c2cc(C)nc3nc(C)nn23)c1,i,i,2.6,-2.6,-8.0,i,-6.7,i,i,6.3,i
N#Cc1c(C(F)(F)F)cc(-c2cccs2)nc1SC(C(=O)O)c1ccccc1 (centres undefined),i,i,1.7,-5.2,3.5,i,-7.6,i,i,-8.9,i
COc1ccccc1NC(=S)NCc1ccc(S(N)(=O)=O)cc1,i,i,0.1,-0.3,-5.3,i,-4.5,i,i,0.8,i
CC(C)CN1CCN(Cc2cccc3nccnc23)CC1CCO (centres undefined),i,i,2.2,-2.4,1.9,i,-6.6,i,i,2.6,i
CCOC(=O)c1[nH]c2ccc(Br)cc2c1NC(=O)CCN1CCCC(C)C1 (centres undefined),/,-8.63*,1.1,-0.7,9.0,i,-8.0,i,i,/,i
O=C(NCCCN1CCOCC1)c1ccc2c(c1)N(Cc1c(F)cccc1Cl)C(=O)c1ccccc1S2,i,i,/,-0.3,-6.8,i,-14.3,i,i,3.0,i
Cc1ccccc1NC(=O)c1ccc(Cl)c(NC(=O)c2ccncc2)c1,i,i,1.3,-0.1,-11.6,i,-5.9,i,i,-4.5,i
O=c1[nH]c2cc3c(cc2cc1CN(CCc1ccccc1)Cc1nnnn1CC1CCCO1)OCO3 (centres undefined),i,i,/,-3.2,-5.3,i,-19.8,i,i,0.3,i
CCC(=O)NC(Cc1ccccc1)c1ccc2c(c1)OCCCO2 (centres undefined),i,i,4.7,-0.3,-1.7,i,-5.2,i,i,-3.4,i
CCn1c(=O)c(-[n+]2ccccc2)c(O)c2ccccc21,i,i,1.0,-20.4,0.1,i,8.3*,i,i,-1.1,i
CCCc1cc(=O)[nH]c(SCC(=O)N(CC(C)C)C2CCS(=O)(=O)C2)n1 (centres undefined),i,i,-6.7,-1.2,6.7,i,-18.9,i,i,2.9,i
CCOC(=O)c1c(C)[nH]c(C)c1S(=O)(=O)NCCCc1ccco1,i,i,-0.4,1.3,?,i,-6.0,i,i,/,i
Cc1cccc(N2CCN(C(=O)Cc3ccc(Br)cc3)CC2)c1C,i,i,1.4,-0.9,7.1,i,-16.6,i,i,5.3,i
CN(C)S(=O)(=O)c1cccc(NC(=O)/C=C/c2ccccc2[N+](=O)[O-])c1,i,i,-0.3,0.0,1.5,i,-15.5,i,i,0.1,i
CC(=O)Nc1sc2c(c1C#N)CC(C)(C)NC2(C)C,i,i,-1.6,-6.3,1.5,i,-9.0,i,i,-7.0,i
C/C(=N/NC(=O)C(=O)N/N=C(/C)c1ccccc1)c1ccccc1,/,i,0.3,0.7,-6.3,i,-6.3,i,i,/,i
C[N+](C)(C)CC(O)CC(=O)O (centres undefined),i,i,0.5,5.4,-1.0,i,-6.0,i,i,0.5,i
CCCC(=O)C1=C(O)C(C(=O)OC)C(C)(C)CC1=Nc1cccc2ccccc12 (centres undefined),i,i,-3.2,/,3.1,i,-4.3,i,6*,-3.2,i
CCN(CC(=O)NC(C)C)C(=O)C(CCSC)NC(=O)c1cccc(C)c1 (centres undefined),i,i,1.5,-0.1,-9.3,i,-7.2,i,i,8.5,i
CCc1ccc2[nH]c(=O)c(CN(CCN3CCOCC3)C(=O)Nc3ccccc3F)cc2c1,i,i,2.1,2.3,-0.5,i,-16.0,i,i,-0.5,i
Cc1ccc(NS(=O)(=O)c2ccc(NS(=O)(=O)c3cccs3)cc2)cc1,i,i,-2.4,-1.6,1.1,i,-12.7,i,i,-1.8,i
CCc1ccccc1NC(=O)C1CCN(C(=O)c2cccs2)CC1,i,i,-0.9,-1.1,-1.7,i,-3.4,i,i,-0.2,i
CCCS(=O)(=O)N1CCN(C(=O)COc2ccc(-c3ccccc3)cc2)CC1,i,i,-1.7,-1.7,3.2,i,-9.0,i,i,-4.7,i
O=S(=O)(N/N=C/c1ccc2c(c1)OCCO2)c1ccc(Cl)cc1,i,i,0.2,-5.0,1.3,i,-14.4,i,i,1.3,i
Cc1ccc(-n2nnc(-c3cccnc3Cl)n2)cc1,i,i,1.1,-3.2,-5.1,i,-0.8,i,i,3.3,i
CC(=O)OCN(C#N)c1nc(N(C)C)nc(N(C)C)n1,i,i,-0.3,0.1,0.2,i,-13.5,i,i,-0.3,i
O=C(CN1C(=O)NC2NC(=O)NC21)NN=C1CCCC1 (centres undefined),i,i,1.2,-2.0,0.1,i,-8.1,i,i,-3.8,i
Cc1ccccc1OCC(=O)Nc1ccccc1CO,i,i,0.9,-1.8,-4.7,i,-8.5,i,i,-3.5,i
COc1cc(C(C#N)N2CCCCC2)ccc1O (centres undefined),i,i,1.0,2.9,1.8,i,-11.3,i,i,-9.6,i
O=C(CSc1nc2ccccc2[nH]1)Nc1ccc(F)c(F)c1,i,i,-10.3,9.5,-1.2,i,-16.5,i,i,3.0,i
COC(=O)c1c(NC(=O)C2CCCCC2)sc2c1CCN(C(C)C)C2,i,i,0.0,0.6,-7.9,i,-10.1,i,i,1.2,i
CC(C)CN(C(=O)COC(=O)c1ccc(-c2ccccc2)cc1)C1CCS(=O)(=O)C1 (centres undefined),i,i,-1.0,-1.2,-4.6,i,-13.2,i,i,/,i
CC1(C)c2ssc(=S)c2-c2ccccc2N1C(=O)c1ccco1,i,i,-3.1,-1.2,3.9,i,-6.0,i,i,-5.7,i
Cc1ccc(Oc2ncccc2C(=O)NCC(=O)O)cc1,i,i,6.8,-3.9,-2.5,i,-8.2,i,i,3.9,i
O=C(Cc1ccccc1)Nc1ccc(NC(=O)c2ccco2)nc1,i,i,-3.3,-2.5,3.1,i,-4.9,i,i,6.4,i
CCc1sc(C(=O)NC(C)C2CCCO2)cc1Br (centres undefined),i,i,5.5,-1.2,-5.9,i,-1.3,i,i,-1.6,i
CCCCc1nnc(NC(=O)CSc2nc(=O)cc(N)n2-c2cccc(C)c2)s1,i,i,-0.2,1.6,?,i,-15.3,i,i,-0.5,i
Cc1ccc(S(=O)(=O)/N=C(\N)Nc2nc(C)c3ccccc3n2)cc1,i,i,-4.1,0.9,-0.2,i,-4.8,i,i,3.4,i

# These rows are one share of the data (hit frequency here may not be typical).
